PMI act hi M6P: PMI (human) activation, high substrate. coupled PMI enzyme assay, resazurin fluorescence, 20 min; active compounds read high; 1 = untreated enzyme, 0 = substrate-free blank. hit rate 0.34% among 190,000. activation factor at 20 µM. AID 1216. P34949;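 active = activation factor of 2 or more at 20 µM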
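Test system: Human PMI in coupled enzyme assay | Input: 15 ng/mL PMI | Medium: HEPES-buffered pH 7.4 with magnesium and detergent | Compound: One concentration, 20 µM, in 1% DMSO | Incubation: Enzyme reaction with compound 20 min at room temperature | Detection: Diaphorase-driven resazurin-to-resorufin fluorescence, excitation 544, emission 590 nm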
Efa HMGR inh: E. faecalis class II HMG-CoA reductase inhibition | hit rate 0.41% among 190,000 | purified E. faecalis HMGR, NADPH absorbance 340 nm kinetic | inhibition, % at 10 µM;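 active = inhibition above a set limit, the median over all tested compounds plus 3 SD, cut at about 9.5% in these data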;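 note: enzyme runs in reverse so mevalonate oxidation gives rising NADPH absorbance; 0% = complete reaction with DMSO and 100% = background rate lacking mevalonate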
TNAP inh no acc: inhibitors of human TNAP without phosphate acceptor; hit rate 0.26% among 200,000; P05186; AID 1012; inhibition, % at 20 µM; purified TNAP, CDP-star luminescence, 30 min;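 active = tissue-nonspecific alkaline phosphatase inhibition above about 50% at 20 µM in the single-dose screen, limit read from the data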;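 note: 0% = DMSO negative control and 100% = EDTA positive control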
Target sequence (P05186 whole entry, looked up): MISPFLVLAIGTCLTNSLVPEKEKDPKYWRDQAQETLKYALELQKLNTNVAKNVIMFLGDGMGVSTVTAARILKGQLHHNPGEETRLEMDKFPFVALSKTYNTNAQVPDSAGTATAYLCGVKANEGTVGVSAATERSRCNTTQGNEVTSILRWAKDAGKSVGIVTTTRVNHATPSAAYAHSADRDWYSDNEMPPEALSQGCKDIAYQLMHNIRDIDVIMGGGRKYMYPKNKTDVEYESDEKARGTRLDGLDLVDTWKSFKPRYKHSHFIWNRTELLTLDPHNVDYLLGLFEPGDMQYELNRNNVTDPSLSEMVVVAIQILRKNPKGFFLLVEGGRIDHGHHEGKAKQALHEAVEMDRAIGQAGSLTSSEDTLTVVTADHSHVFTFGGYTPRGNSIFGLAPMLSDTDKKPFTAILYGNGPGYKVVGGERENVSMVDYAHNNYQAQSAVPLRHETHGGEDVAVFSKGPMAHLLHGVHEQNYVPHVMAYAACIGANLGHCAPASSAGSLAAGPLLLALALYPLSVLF
Redox H2O2 prof: compounds producing H2O2 with reducing agent – biochemical, NIH compound library profiling, artefact control for MLSCN library redox annotation, primary screen. DTT-dependent redox cycling H2O2, phenol red/HRP absorbance; 100% = 100 µM peroxide control, 0% = buffer. activation, % at 10 µM. hit rate 0.03% among 200,000;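 active = activation of at least 50% relative to the plate's high and low controls in the primary single-dose screen; inactive = activation below 50%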;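 note: compound incubated with DTT at 0.8 mM final as the reducing agent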
PMI act: phosphomannose isomerase (human) activation; hit rate 0.005% among 190,000; P34949; AID 1214; activation factor at 20 µM; purified human PMI, coupled resazurin fluorescence, 20 min; active compounds read high; 1 = vehicle control, 0 substrate-free wells;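 active = activation factor of 2 or more at 20 µM, relative to plate controls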
L major viab: reduces viability of Leishmania major promastigotes; resazurin fluorescence viability; AID 1063; inhibition, % at 10 µM; hit rate 9% among 200,000; in the data active = inhibition above about 50%;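 note: promastigotes grown with compound for 44 hours at 28 °C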
S1P3 antagonist: S1P3 (human) receptor antagonism. AID 485. Q99500. inhibition, % at 4.98 µM. hit rate 0.27% among 170,000. CHO S1P3 NFAT-BLA reporter, FRET fluorescence, antagonist mode;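 active = inhibition above the plate cutoff, the mean inhibition of test wells on that plate plus 3 SD, cut at about 28% in these data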;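 note: cells challenged with S1P at its EC80 of 0.8 µM; blue over green emission ratio from cleaved BLA substrate after 4 h stimulation; 0% = S1P-stimulated wells and 100% = unstimulated DMSO-only wells; some compounds past the cut are filed as inactive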
Target sequence (Q99500 whole entry, looked up): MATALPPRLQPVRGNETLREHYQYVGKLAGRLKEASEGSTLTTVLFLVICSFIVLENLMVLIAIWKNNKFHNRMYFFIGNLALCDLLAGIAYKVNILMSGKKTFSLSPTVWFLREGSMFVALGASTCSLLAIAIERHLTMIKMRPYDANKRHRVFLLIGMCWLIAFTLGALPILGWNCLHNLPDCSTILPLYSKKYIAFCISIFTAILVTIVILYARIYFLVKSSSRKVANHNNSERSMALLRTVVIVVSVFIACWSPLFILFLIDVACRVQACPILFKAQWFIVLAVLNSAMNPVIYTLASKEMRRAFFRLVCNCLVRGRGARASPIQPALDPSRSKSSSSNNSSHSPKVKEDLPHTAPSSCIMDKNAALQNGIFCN
RAM inhibit: yeast RAM network inhibition; hit rate 1.8% among 190,000; inhibition, % at 50 µM; S. cerevisiae dse1pr::URA3 reporter, 5-FOA growth OD615, 2 d; analog-sensitive cbk1-as2 kinase mutant strain; AID 868;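 active = inhibition above a set limit, 3 SD over mean compound inhibition, cut at about 8.4% in these data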;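 note: 0% = DMSO-only wells with no growth and 100% = 10 µM 1-NA-PP1 full growth; inhibition rescues growth on 5-FOA so higher OD means more RAM inhibition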
TNAP inh hiacc: inhibitors of human TNAP at high phosphate acceptor concentration | purified TNAP, CDP-star luminescence, 1 M DEA | P05186 | inhibition, % at 20 µM | hit rate 0.03% among 200,000;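 active = over 50% inhibition of tissue-nonspecific alkaline phosphatase at 20 µM in the single-dose screen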;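 note: plate controls were DMSO wells for no effect and EDTA-quenched wells as full inhibition for full effect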
Hsp70 act: Hsp70 transcriptional activation, primary screen; HeLa Hsp70 promoter luciferase reporter, luminescence; scaled: vehicle 0, proteasome-inhibitor control 100%; activation, % at 10 µM; hit rate 0.04% among 200,000;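 active = activation above the mean across all tested compounds plus 3 SD, cutoff set per campaign, cut at about 5.5% in these data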;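 note: 100% = MG132 at 30 µM as the positive control and 0% = DMSO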
* marks the source's active call; other numbers are inactive results; . = no result given.

Fields – S1P3 antagonist	Efa HMGR inh	TNAP inh hiacc	L major viab	Redox H2O2 prof	RAM inhibit	PMI act hi M6P	TNAP inh no acc	Hsp70 act	PMI act
NC(=O)c1ccccc1NC(=O)Nc1cccc2ccccc12
  -2	1	-1	-2	-0.5	4.3	0.8	-5	0.1	1
CCOC(=O)/C(C(=O)Nc1ccc(Br)cc1)=C1/NC(C)(C)Cc2ccccc21
  -5	-7	-3	9	1.0	1.7	1	-3	0.2	1
CCOC(=O)c1c(-c2ccccc2)csc1NC(=O)CSc1nc(N)cc(N)n1
  -9	1	-2	16	0.1	5.3	0.9	-27	-0.4	0.8
COc1ccc(C(=O)NC(=S)Nc2ccc(N3CCCC3)cc2)cc1OC
  -7	-1	5	26	-0.5	12*	0.8	-17	-0.3	0.8
COCCn1cnnc1SCC(=O)Nc1cccc(S(=O)(=O)N(C)c2ccccc2)c1
  -14	-2	-8	-1	0.2	0.6	0.9	-6	-0.3	0.9
COc1ccc(CCNC(=O)c2ccc(CNS(=O)(=O)c3ccc(C(C)(C)C)cc3)cc2)cc1OC
  -14	-4	3	12	0.0	3.1	1	-3	-0.4	0.9
N#Cc1c(-c2ccccc2)ccn(Cc2cccc(Cl)c2)c1=O
  .	-7	-2	-1	-2.3	1.5	1.1	-5	-0.5	1
Cn1c(CN2CCOCC2)nc2cc(NC(=O)c3ccccc3Cl)ccc21
  28	1	-5	0	-0.5	1.7	1	-15	0.2	0.9
CCc1ccc2nc(N)sc2c1
  -8	3	-4	-18	-3.2	1.4	1	-9	-0.1	1.2
Cc1ccc(NC(=O)CCC(=O)NNC(=O)c2cccs2)c(C)c1
  .	0	-8	-8	1.8	1.8	1	-5	-0.3	1
C=CCOc1cccc(CNn2nnnc2N)c1
  -10	-4	-4	-2	-0.3	-0.4	1	-7	-0.2	1
CCOC(=O)N1CCC(N(CCOC)C(=O)Nc2ccc(C)c(C)c2)CC1
  .	0	-4	0	1.5	0.4	1.1	-8	-0.2	1
CCOC(=O)c1c(-c2cccc([N+](=O)[O-])c2)cn2ccccc12
  0	-9	-2	-4	-2.0	6.2	1	-5	-0.3	1
Cn1c(C(F)(F)F)nc2c(=O)oc3ccccc3c21
  21	-1	0	-10	2.2	1.2	0.8	1	-0.2	0.9
COc1ccc(-c2cc(=NC(CC(C)C)C(=O)O)c3cc(C)ccc3o2)cc1 (centres undefined)
  -13	-3	-8	15	-0.5	1.6	1.1	-4	0.2	1.1
Cc1nc(CCNC(=O)CC2C(=O)NCCN2Cc2ccoc2)nc2c1CCCC2 (centres undefined)
  -19	-6	-1	-4	-7.9	1.2	1	-6	-0.3	1
CCC(C)NCCOc1ccc(C(C)(C)c2ccccc2)cc1 (centres undefined)
  -10	0	-10	100*	-0.2	1.0	0.9	-11	0.0	0.9
Cc1cccc(C(C)C)c1NC(=O)c1ccc(COc2ccc3c(C)cc(=O)oc3c2)cc1
  11	2	-6	32	-0.4	4.9	1	-5	0.2	1
O=C1NC2NC(=O)N(C(Cc3ccccc3)C(=O)O)C2N1 (centres undefined)
  -2	0	-4	2	1.5	0.5	1.1	-13	-0.3	1.1
CC(NC(=O)c1cc2c(=O)n(C)c3ccccc3c2n1C)c1ccc2c(c1)OCCO2 (centres undefined)
  -8	.	.	8	-0.5	.	.	.	-0.1	.

Next records.
Fields – S1P3 antagonist	Efa HMGR inh	TNAP inh hiacc	L major viab	Redox H2O2 prof	RAM inhibit	PMI act hi M6P	TNAP inh no acc	Hsp70 act	PMI act
Cc1c(Cl)cccc1NC(=S)N(C)CCC#N
  -5	4	-2	-5	0.2	0.3	1.1	3	0.0	1.1
Cc1ccc(S(=O)(=O)C2(C(=O)Nc3cccnc3)CC2)cc1
  -11	-1	2	-6	0.1	0.9	0.9	-8	-0.2	0.9
COc1ccc(Cl)cc1S(=O)(=O)N1CCN(C(=O)COc2ccccc2)CC1
  -38	-3	-6	3	-0.2	1.7	1	-5	-0.3	1
COc1ccc(C2=NN(CCC(=O)NCc3ccc4c(c3)OCO4)C(=O)CC2)cc1
  -5	0	-4	54*	-0.1	1.1	0.8	-5	0.1	0.8
CCCC(c1nnnn1Cc1ccc(F)cc1)N1CCN(CC)CC1 (centres undefined)
  16	-5	-2	-2	0.2	2.0	.	-4	-0.5	.
CCC(=O)N1CCCc2cc(S(=O)(=O)N3CCN(c4ncccn4)CC3)ccc21
  -8	1	-5	-2	-1.0	0.0	0.9	-14	-0.3	1
Cc1cc(C(=O)CSc2ccc(F)cc2)cc(C)c1OC(=S)N(C)C
  .	-6	-3	24	0.2	8.8*	0.9	-13	0.2	0.9
O=c1[nH]cnc2[nH]ncc12
  -22	-5	-5	28	-1.3	2.4	0.9	-38	-0.3	0.9
COCCNC(=S)N1CCN(c2nc3ccccc3s2)CC1
  2	-7	-2	-5	1.3	0.5	0.9	-4	-0.3	0.9
COC(=O)/C=C1/S/C(=N/NC(=O)c2ccccc2C)NC1=O
  .	-2	0	-3	0.0	1.7	1	-16	-0.2	1
Cc1ccc(NS(=O)(=O)c2cccc(C(=O)NN3CCOCC3)c2)cc1
  -7	0	-2	-6	-0.3	1.1	1	-6	0.0	1
Nc1[nH]nc2nc(NCc3ccccc3)c3c(c12)CCN(Cc1ccccc1)C3
  .	-5	-4	38	-1.4	0.5	1	-5	-0.2	1
CCCc1cc(=O)[nH]c(SCC(=O)NCCC2=CCCCC2)n1
  3	-7	-7	-12	-2.3	0.7	1	-13	-0.1	1.1
O=C(CCc1ccccc1)Nc1cccc([N+](=O)[O-])c1
  5	3	-6	5	-0.5	-0.1	1	-1	0.3	1
COc1ccc(-c2[nH]ncc2CN(C)Cc2cccnc2)c(F)c1
  -41	-2	2	5	-1.5	1.7	0.9	65*	0.0	0.9
Cc1cccc(N2CC(=O)N(c3cccc(C)c3)CC2=O)c1
  .	-1	-9	-2	-0.7	0.0	1.1	-9	0.5	1.1
C=C1CSc2nc(=O)c3c(C)c(C)sc3n21
  -6	1	-1	-4	0.2	1.5	1	-6	0.0	1
CCCSc1nnc(NC(=O)c2nc(SC)ncc2Cl)s1
  .	2	-5	-4	0.0	0.3	1.1	-5	-0.4	1.1
COCCN(CCOC)S(=O)(=O)c1ccc(C(=O)Nc2nnc(C3CC3)o2)cc1
  6	-3	-4	-6	2.2	-0.5	0.9	-14	0.6	0.9
COC(=O)c1ccc(COC(=O)c2ccccc2OC)cc1
  1	-3	2	4	-0.1	-0.2	1	-7	0.9	0.9

Next part:
Fields – S1P3 antagonist	Efa HMGR inh	TNAP inh hiacc	L major viab	Redox H2O2 prof	RAM inhibit	PMI act hi M6P	TNAP inh no acc	Hsp70 act	PMI act
Cc1cccc(OCC(=O)Nc2ccc(N3CCCC3)cc2)c1C
  -14	-4	0	.	.	-0.1	1.5	-6	.	1.5
COc1cc(/C=C/C(=O)N2CCOCC2)ccc1OCc1ccccc1
  -2	-2	1	-5	-0.3	0.3	1	-11	-0.1	0.9
Cc1cc(=O)n2nc(N3CCC(C(=O)NC(C)c4ccccc4)CC3)sc2n1 (centres undefined)
  .	3	-6	-3	0.1	0.7	1.1	-12	-0.1	1
COc1ccccc1-c1cc(C(F)(F)F)nc(N2CCCC2)n1
  .	-8	-3	14	-2.4	2.4	1	-9	-0.1	0.9
O=C(CC(=O)N/N=C\c1ccc(F)cc1)NCCc1ccccc1
  1	0	-7	-1	-0.5	0.8	1	-4	-0.2	1
O=[N+]([O-])c1cccc(CNc2ccc3c(c2)CCC3)c1
  10	1	-2	1	-0.3	2.3	1	-1	0.2	1
CCCC(=O)Nc1ccc(C(=O)Nc2cccc(OC)c2)cc1
  6	1	0	-5	-0.3	2.9	0.9	-11	-0.3	0.9
COCCCn1c(C(C)C)nc2oc3cc(OC)ccc3c(=O)c2c1=O
  -20	-6	-8	-2	-0.2	-0.8	0.9	-8	0.0	0.9
CCCCN(C(=O)Cn1nnc2ccccc21)C(C(=O)NCCOC)c1ccc(OC)cc1OC (centres undefined)
  -10	-4	-4	.	.	0.9	1	-13	.	1
CCOc1cc(/C=C\c2[nH]c(=O)[nH]c(=O)c2[N+](=O)[O-])ccc1OC(C)CC (centres undefined)
  .	-8	6	-8	0.1	6.0	0.9	-6	-0.1	0.9
Fc1ccc(Oc2cc(N3CCOCC3)nc(-c3ccccc3)n2)c(F)c1
  .	2	-1	-7	3.8	3.3	0.9	-8	-0.2	0.9
COc1ccc(N(CC(=O)Nc2ccccc2SC)S(C)(=O)=O)cc1OC
  -19	-4	-3	-1	1.9	1.3	1	-6	-0.4	0.9
O=C1c2ccccc2C(=O)N1CCc1nc2ccccc2c(=O)n1Cc1ccco1
  9	1	-2	0	-0.2	1.9	1	-11	-0.3	1.1
CC/C(=C\C(=O)c1ccncc1)Nc1ccc(Br)cc1
  .	0	-9	2	0.9	1.8	1	-8	-0.1	1
COC(=O)C1CCN(S(=O)(=O)Cc2ccccc2)CC1
  -4	1	-4	-7	0.9	0.1	0.9	-10	-0.3	0.9
COc1ccc(N/C=C2\CCc3ccccc3C2=O)cc1
  16	-3	9	-5	-0.8	-0.1	0.1	4	-0.3	0
CSCCC(NC(=O)c1ccc(Br)cc1)C(=O)O (centres undefined)
  -27	0	-2	80*	-0.5	0.1	1	-6	-0.2	1.2
CN(CCc1cn[nH]c1)Cc1nc(Cc2ccccc2F)no1
  -11	-1	-8	-3	-0.8	1.0	1	-10	-0.2	0.9
